# Bioassay records deposited in PubChem by National Center for Advancing Translational Sciences (NCATS).
# PNC assembly inh = High Content Assay for Compounds that inhibit the Assembly of the Perinucleolar Compartment. PC3M PTB-GFP, PNC prevalence imaging, 16 h; active compounds read low. hit rate 3.1% among 140,000. activity change (PNC), negative = inhibition, % at 10 µM;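 active = readout at or below -70, meaning at least 70% loss of cells showing the perinucleolar compartment, a nuclear body marking cancer cells; inconclusive = readout between -30 and a set limit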;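 note: plate controls were DMSO wells for no effect and camptothecin positive control wells for full effect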
#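 Compounds are pinned in duplicate onto adhered PC3M cells stably expressing GFP-tagged PTB and incubated 16 h at 37 C. Cells are then fixed, nuclei stained with Hoechst, and PNC-positive cells counted.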
# ALOX15B inhib = qHTS Assay for Inhibitors of 15-hLO-2 (15-human lipoxygenase 2); purified 15hLO-2, xylenol orange hydroperoxide absorbance; Potency, µM (doses to about 57.1 µM), inactives show top-dose activity change, negative = inhibition, most hits filed as inhibitors; hit rate 0.56% among 110,000; note: potency is the fitted concentration of half-maximal effect; nearly all actives have a fitted effect of over 60% in size; many of its hits are not listed in these tables
# Target sequence (O15296 whole entry, looked up): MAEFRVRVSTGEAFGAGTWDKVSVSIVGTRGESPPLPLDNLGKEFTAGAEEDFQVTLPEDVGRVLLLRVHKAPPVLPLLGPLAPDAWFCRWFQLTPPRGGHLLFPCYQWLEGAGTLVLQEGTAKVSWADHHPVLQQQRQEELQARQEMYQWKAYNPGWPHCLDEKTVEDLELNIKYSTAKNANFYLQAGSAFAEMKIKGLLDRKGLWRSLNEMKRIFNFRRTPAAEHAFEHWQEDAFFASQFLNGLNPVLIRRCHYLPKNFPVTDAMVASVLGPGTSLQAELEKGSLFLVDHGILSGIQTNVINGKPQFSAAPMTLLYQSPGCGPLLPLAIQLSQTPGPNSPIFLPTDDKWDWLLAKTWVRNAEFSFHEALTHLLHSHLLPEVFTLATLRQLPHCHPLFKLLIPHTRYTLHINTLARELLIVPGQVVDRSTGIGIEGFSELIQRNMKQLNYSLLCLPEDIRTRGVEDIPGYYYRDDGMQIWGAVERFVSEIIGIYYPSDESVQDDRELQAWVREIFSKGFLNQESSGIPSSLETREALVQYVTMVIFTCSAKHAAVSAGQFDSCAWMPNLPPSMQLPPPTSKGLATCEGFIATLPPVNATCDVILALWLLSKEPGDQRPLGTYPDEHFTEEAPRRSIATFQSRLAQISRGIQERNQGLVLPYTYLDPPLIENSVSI
#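 Purified human 15hLO-2 (50 nM) preincubated 15 min with compound, then 45 uM arachidonic acid for 90 min at RT in 25 mM Hepes pH 7.5, 0.01% Triton X-100. Hydroperoxide detected by Fe-xylenol orange; 573/405 nm absorbance ratio.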
# IMPase cell inh = qHTS Assay for Identifying the Cell-Membrane Permeable IMPase Inhibitors | CHO-M1 cells, IP1 accumulation, HTRF TR-FRET ratio | inhibition (IP1 accumulation), % at 46.1 µM | 120,000 tested, under 10 active; active = well fitted curve in the direction sought with a large enough effect in the signal ratio, not every such curve was filed as active; inconclusive = small, poorly fitted or top-dose-only effect, or a change in a side signal; inactive = no such curve, though single readings can be large or run the other way; the % refers to the signal ratio;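 note: cells stimulated with carbachol in lithium chloride buffer; plate controls were DMSO basal wells for no effect and reference inhibitor wells for full effect; higher means more IMPase inhibition seen as more IP1 and lower FRET ratio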
# Target sequence (P97697 whole entry, looked up): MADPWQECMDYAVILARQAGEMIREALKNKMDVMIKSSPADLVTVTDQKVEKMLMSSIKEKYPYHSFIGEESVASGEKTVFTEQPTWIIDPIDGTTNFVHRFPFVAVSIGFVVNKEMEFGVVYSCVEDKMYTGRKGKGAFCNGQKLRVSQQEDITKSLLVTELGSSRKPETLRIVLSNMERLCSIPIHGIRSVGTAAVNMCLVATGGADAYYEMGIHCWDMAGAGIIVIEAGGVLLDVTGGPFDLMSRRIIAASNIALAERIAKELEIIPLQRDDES
#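 Seeded CHO-M1 cells were dosed with compound at up to 46 uM, stimulated with carbachol for 30 min, then lysed in IP-One detection reagents. Higher IP1 lowers the TR-FRET signal.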
# ALOX12 inhib = qHTS Assay for Inhibitors of 12-hLO (12-human lipoxygenase) | purified 12-hLO, xylenol orange hydroperoxide absorbance | Potency, µM (titrated, usually from 57.1 µM), inactives show at the top dose activity change, negative = inhibition, hits mostly inhibitors | hit rate 0.12% among 150,000; note: potency is the fitted concentration of half-maximal effect; nearly all actives have a fitted effect of over 55% in size; many of its hits are not listed in these tables
#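 150 nM 12hLO, 25 mM Hepes pH 7.0 + 0.01% Triton X-100; cpd preinc 15 min RT; 40 uM arachidonic acid, 30 min RT; Fe-XO 30 min; A573/A405 ratio as read-out.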
# * hit, by the source's call; ? = inconclusive; . = no result given; & = joins results of further samples; ! = not active in a repeat; [ ] = remark or other dose. Unless noted, calls come from the whole dose curve; as a rule, active = well fitted curve in the direction sought with a large enough effect; inconclusive = small, poorly fitted or top-dose-only effect, or another doubt; inactive = no such curve, though single readings can be large; an effect the other way counts as inactive or inconclusive. Unless noted, % is set by controls: 0 for no effect and ±100 for the full control effect.
SMILES,PNC assembly inh,ALOX15B inhib,IMPase cell inh,ALOX12 inhib
C=CCNc1sc(C(=O)c2cccs2)c(N)c1C#N,-118.9*,.,3.4,0.3%
c1csc(-c2nnsc2-c2nc3ccccc3[nH]2)c1,?,-13.8%,1.9,-14.6%
COc1ccccc1OCC(=O)Nc1cc(S(=O)(=O)N2CCCCC2)ccc1N1CCCCC1,16.2,.,.,-1.7%
CCN(CC)S(=O)(=O)c1ccc2c(c1)c(=O)c(C(=O)NCc1cccs1)cn2C,17.5,.,.,-7.2%
CCN1CCCc2cc(CN(CCN3CCOCC3)C(=O)Nc3ccc(C)c(C)c3)ccc21,?,6.4%,2.6,8.2%
NC(=O)Nc1ccc(F)cc1,?,-2.3%,0.8,-4.4%
CCCn1c(SCC(=O)Nc2cc(Cl)ccc2OC)n[nH]c1=O,21.1,-4.7%,4.9,4.1%
CCOC(=O)C1=C(c2ccccc2)Nc2ncnn2C1c1cc(OC)cc(OC)c1OC (stereo not given),?,1.1%,2.3,-0.2%
CCN1CCCC1CNS(=O)(=O)c1cc(Br)cc2c1N(C(=O)C1CC1)CC2 (stereo not given),13.6,2.1%,7.6,4.2%
Cc1ccc(C(=O)Nc2cccc(C(=O)O)c2)cc1S(=O)(=O)N1CCCCC1,26.5,-3.8%,-3.1,-3.7%
CNC(=O)C(Sc1nc(C)nc2c1oc1ccccc12)C(C)=O (stereo not given),-1.8,-5.7%,-24.8,-13.8%
Cc1cccc(-n2c(C)cc(C=C3C(=O)c4ccccc4C3=O)c2C)c1,-84.6*,-28.5%,11.2,-20.9%
C=CCc1ccc(OCCCOc2ccc(C)c(C)c2)c(OC)c1,?,11.7%,1.6,2.6%
CCCCC(=O)Nc1cccc(NC(=O)c2ccc(Br)o2)c1,35.2,-0.5%,5.2,1.3%
S=C(c1ccccc1)N1CCCc2ccccc21,-25.3,.,.,-9.1%
CCOC(=O)C1(C)NC(c2cc(OC)c(OC)c(OC)c2)C2C(=O)N(CC)C(=O)C21 (stereo not given),?,-3.8%,10.7,-6.5%
COCCNCCCOc1ccc(Br)cc1Cl,41.6,.,.,1.4%
COC(=O)c1cc2ccsc2n1Cc1nc(-c2cccc(Cl)c2)oc1C,50.0,13.0%,4.7,-2.7%
CC1CCC2C(=O)N(c3ccccc3OC(=O)c3ccccc3)C(=O)C2C1 (stereo not given),?,-2.5%,-5.7,1.2%
O=C(COn1nnc2ccc(C(F)(F)F)cc21)Nc1nnc(-c2ccccc2)o1,-10.4,42.9%[activator],-11.5,-5.8%
O=S(=O)(c1ccc(F)cc1)N1CCN(c2ccccc2)CC1,-0.1,10.3%,7.6,2.0%
COc1ccc(C(=O)NCC(O)COc2ccc(C(C)(C)C)cc2)cc1[N+](=O)[O-] (stereo not given),-14.9,.,.,-2.2%
N=c1ccn2c(n1)O[C@H]1[C@H](O)[C@@H](CO)O[C@H]12,.,1.8%[0.0915 µM],.,0.2%[0.00818 µM]
Cc1occc1C(=O)Nc1cc(C(F)(F)F)ccc1Cl,-21.7,2.0%,-12.4,-6.2%
O=C1CCC(=O)N1OCCCOc1ccccc1,4.4,-1.9%,-1.4,2.3%
CCCn1c(C)cc(/C=C(\C#N)C(=O)OCC(=O)Nc2cccc(OC)c2)c1C,-23.1,.,.,-1.2%
COc1cccc(C2=NOC(C(=O)Nc3cccnc3)C2)c1 (stereo not given),38.0,1.6%,-0.6,-7.6%
CC1CN(c2oc(-c3cccs3)nc2C#N)CC(C)O1 (stereo not given),44.2,2.5%,-2.5,4.6%
O=C(NCc1ccccc1F)c1ccc(S(=O)(=O)Nc2cccc(C(F)(F)F)c2)cc1,-18.3,.,.,-5.5%
Cc1cnc(C(=O)Nc2nc(-c3ccccc3)cs2)cn1,?,.,3.2,6.1%
Cc1ccccc1-n1ccnc1SCC(=O)O,22.7,1.2%,-3.6,-5.6%
N#C/C(=N\O)c1nc(-c2ccccc2)cs1,-126.9*!,-18.2%&-18.7%,-8.8&1.2,-9.2%&-5.5%
CCn1c(=O)c(C(=O)CN(C)Cc2cccc(OC)c2OC)c(N)n(Cc2ccccc2)c1=O,?,-0.8%,0.0,-11.4%
COc1ccccc1C(=O)N/N=C/c1ccc(Cl)s1,?,.,.,3.3%
CC(=O)N(CC(C)(C)CC=C(C)C)c1ccccc1,-14.5,2.3%,5.6,-7.5%
COc1ccc(-c2cc(C(=O)Nc3c(C)nn(Cc4ccc(Cl)cc4)c3C)no2)cc1,-7.8,-4.6%,15.1,-3.8%
CCOC(=O)C1(C)C=C(Nc2ccc(O)cc2)C(=O)N1c1ccc(O)cc1 (stereo not given),-11.5,.,.,1.5%
Cc1ccccc1N1CCN(c2ncnc3scc(-c4cccs4)c23)CC1,14.3,12.6%,-8.1,-5.8%
COc1ccc(S(=O)(=O)N(CC(=O)NCc2ccco2)c2ccccc2)cc1OC,?,-2.0%,2.9,-1.2%
Cc1onc(-c2c(F)cccc2Cl)c1C(=O)N1CCCc2ccccc21,1.3,-6.3%,1.7,-2.0%
O=C(/C=C/c1cccc(Cl)c1)N1CCC(Cc2ccccc2)CC1,0.8,.,.,-12.2%
CO,.,-3.2%,.,-3.0%
COc1ccc(C)cc1N(C(=O)c1ccccc1)c1nc2ccccc2s1,?,.,-7.0,-4.2%
CC(=O)c1c(C)[nH]c(C(=O)CSc2nnc(-c3cccs3)n2Cc2ccccc2)c1C,?,-21.0%,11.1,-2.8%
Cc1cccc(C)c1NC(=O)C(NC=O)c1ccc(Cl)cc1 (stereo not given),-18.4,4.6%,2.2,2.0%
C=CCC(O)(CCN1CCCCC1)c1ccccc1 (stereo not given),-14.0,4.6%,24.5,6.0%
Cc1ccc(-c2nc(SCC(=O)Nc3cc(S(=O)(=O)N4CCCCC4)ccc3Cl)n[nH]2)cc1,-23.0,.,.,-6.0%
O=C(O)c1ccc(COc2ccc(Cl)cc2)o1,61.8,1.3%,-0.9,-1.4%
CCOC(=O)c1nn(-c2ccccc2)c(C#N)c1NC(=O)c1nn(CC)cc1Br,20.3,-10.4%,?,-3.8%
CN1CCC2(CC1)NC(=O)NC2=O,29.9,1.7%,2.9,-0.6%

# (listing goes on)
SMILES,PNC assembly inh,ALOX15B inhib,IMPase cell inh,ALOX12 inhib
CCC1=C2CC[C@H]3C(=O)NC(=O)[C@H]3[C@H]2[C@@]2(C)C(=NCC3CC3)OC(=O)N2C1=O,.,-5.0%,.,-4.8%
O=C(Cc1ccc(-n2c(=O)c3ccccc3n(Cc3cccc([N+](=O)[O-])c3)c2=O)cc1)NCC1CCCO1 (stereo not given),-19.9,.,1.1,0.2%
Cc1ccc(-c2c(C)n([O-])c3c([n+]2=O)CCCCC3)cc1,-113.8*,.,.,-3.2%
S=c1[nH]ncn1/N=C/c1ccc(N2CCOCC2)cc1,38.7,-1.0%,5.7,6.7%
CCOC(=O)N1CCN(C(=O)c2ccccc2NC(=O)c2ccc(C(C)(C)C)cc2)CC1,9.3,.,.,0.1%
COc1ccc(OC)c(NC(=O)CS(=O)(=O)Cc2nc(-c3ccccc3C)oc2C)c1,-17.0,-5.9%,-0.9,3.2%
Cc1ccc(S(=O)(=O)N=C2SCCCS2)cc1,-19.5,-4.1%,-2.6,-0.6%
C=CCOc1ccc(/C=N/NC(=O)C(=O)Nc2ccccn2)cc1OC,?,.,.,-2.2%
CC1CCN(C(=O)CSc2nc3c(cnn3-c3ccc(Cl)cc3)c(=O)[nH]2)CC1,22.9,.,4.7,-2.7%
COc1ccc(C2C(C#N)=C(/N=C/N3CCN(C)CC3)OC3=C2C(=O)CC(C)(C)C3)cc1OC (stereo not given),-21.8,4.0%,-12.0,-4.1%

# A stretch from the list above, as a working copy:
SMILES,PNC assembly inh,ALOX15B inhib,IMPase cell inh,ALOX12 inhib
CC1CCN(C(=O)CSc2nc3c(cnn3-c3ccc(Cl)cc3)c(=O)[nH]2)CC1,22.9,.,4.7,-2.7%
COc1ccc(C2C(C#N)=C(/N=C/N3CCN(C)CC3)OC3=C2C(=O)CC(C)(C)C3)cc1OC (stereo not given),-21.8,4.0%,-12.0,-4.1%

# The results go on.
SMILES,PNC assembly inh,ALOX15B inhib,IMPase cell inh,ALOX12 inhib
CCC(CC)c1nc(C#N)c(NCc2ccccc2)o1,23.1,.,.,-4.4%
CC(C)CNC(=O)c1c(N)n(/N=C/c2cccnc2)c2nc3ccccc3nc12,44.0,3.3%,6.2,0.8%
Cc1nnc(SCC(=O)c2ccccc2)n1Cc1ccccc1,11.8,.,7.6,2.8%
CC(=O)Nc1ccc(-c2nnc(SCc3ccccc3C#N)n2C)cc1,?,-5.6%,-1.4,1.7%
CC1CCCC(NC(=O)c2ccc3c(c2)N(Cc2ccccc2)C(=O)CS3=O)C1C (stereo not given),?,-3.1%,11.6,-1.8%
C/C(=N\NC(=O)CN1CCN(S(=O)(=O)c2ccc(C)cc2)CC1)c1cccnc1,-24.2,.,-3.5,-3.4%
Cc1ccc(Oc2nc(-c3ccccc3)ncc2S(=O)(=O)c2ccc(C)cc2)cc1,?,8.2%[11.4 µM],?,2.5%
COc1ccc(/C=N/NC(=O)COc2cccc3ccccc23)c(C(=O)O)c1OC,-18.0,.,-6.9,-4.1%
Cn1c(=O)c2c(ncn2Cc2cccc(Cl)c2)n(C)c1=O,-12.0,-2.7%,-1.3,2.0%
N#Cc1cc2c(nc1SCc1ccccc1)CCCC2,5.1,.,.,-1.1%
C=CCn1c(CCNC(=O)c2cccs2)n[nH]c1=S,?,.,.,-0.5%
COc1cccc(-c2nnc(SCC3CNC(=O)O3)n2-c2ccc(Cl)cc2)c1 (stereo not given),81.4,.,-2.2,-0.5%
Cc1cc(C)nc(SCC(=O)N/N=C/c2cccn2-c2ccc(O)cc2)n1,?,0.9%,9.1,-5.6%
COc1ccc(C(=O)c2coc3ccc(O)c(CN4CCCCC4)c23)cc1,1.8,-9.7%,6.7,-2.5%
COc1ccc2ccccc2c1/C=N/NC(=S)Nc1cc(S(=O)(=O)N2CCOCC2)ccc1N1CCOCC1,-6.0,.,.,2.6%
COC(=O)c1ccccc1NC(=O)n1cc(C)cn1,-16.3,3.1%,7.3,-4.8%
O=C(NCc1cccnc1)C(=O)NCC1OCCCN1S(=O)(=O)c1ccccc1 (stereo not given),-13.2,.,.,-4.2%
Cc1cc(C)c2cc(C#N)c(NCCOC(=O)c3ccccc3C)nc2c1,60.1,7.7%,-5.5,11.3%
CCCc1cc(=O)n2c(nc3ccccc32)[nH]1,-13.1,2.6%,2.4,6.2%
COC(=O)c1cc(COc2ccc3c4c(c(=O)oc3c2)CCC4)c(C)o1,38.8,2.0%,2.9,-6.5%

# Limited to ALOX15B inhib and ALOX12 inhib (2 entries from above):
SMILES | ALOX15B inhib | ALOX12 inhib
COC(=O)c1ccccc1NC(=O)n1cc(C)cn1 | 3.1% | -4.8%
O=C(NCc1cccnc1)C(=O)NCC1OCCCN1S(=O)(=O)c1ccccc1 (stereo not given) | . | -4.2%

# Remaining list, next part
SMILES,PNC assembly inh,ALOX15B inhib,IMPase cell inh,ALOX12 inhib
CC1=CC(C)(C)[N+](C)=CN1c1ccccc1,1.9,.,.,1.9%
O=C(Nc1ccc(-c2nc3cc(NC(=O)c4cccs4)ccc3o2)cc1)c1cccs1,14.3,-2.5%,-1.4,1.6%
CCOc1ccc(Cl)cc1/C=N/NC(=O)c1ccccc1,-7.3,.,.,2.5%
N#CCCN(C(=O)CN1C(=O)NC2(CCCC2)C1=O)c1ccccc1F,36.9,5.0%,-8.5,5.5%
CC(=O)C1(C)OC(N)=C(C#N)C(c2ccccc2)C1(C#N)C#N (stereo not given),18.8,-23.9%,15.9,-6.2%
COC(=O)c1ccc(C2/C(=C(/O)c3ccc(OC)cc3)C(=O)C(=O)N2CC2CCCO2)cc1 (stereo not given),38.2,-4.0%,-5.2,-3.6%
Cc1cc(C(=O)NCc2ccc(S(N)(=O)=O)cc2)cs1,-16.3,-0.6%,-0.9,-0.7%
C/C(=N\Nc1nc(-c2ccccc2)cs1)c1cccs1,17.7,.,.,-4.1%

# Not all compounds are listed; the hit share may differ from the screen's.
